# SKN-1 block: inhibitors of C. elegans SKN-1; 0.49% of 360,000 active; inhibition, % at 21.8 µM; AID 624304; C. elegans VP596 Pgst-4::GFP/RFP ratio, acrylamide-induced, 24 h;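 active = interference check ratio from 0.5 to 1.5 plus GFP to RFP signal ratio inhibition reaching or exceeding a fixed threshold, cut at about 30% in these data, passing the limit was not always enough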; note: some compounds called inactive have numbers as strong as hits
# CendR NRP1 mod: modulators of CendR peptide binding to human neuropilin-1; O14786; FAM-RPARPAR peptide binding to NRP-1, fluorescence polarization; inhibition, % at 25 µM; 0.85% of 360,000 active; AID 602438;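 active = inhibition or corrected inhibition above about 18%, plus a signal ratio from 0.5 to 1.5, limit read from the data, passing the limit was not always enough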; note: strong numbers were not always called active
# PABP1 MLLE inh: inhibitors of microRNA-mediated deadenylation, human PABP1 MLLE binding; P11940; GST-MLLE / FITC-PAM2 fluorescence polarization; inhibition, % at 20 µM; 0.36% of 360,000 active; in the data active = inhibition above about 35%, passing the limit was not always enough;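 note: plate controls were DMSO wells with GST-MLLE for no effect and wells lacking GST-MLLE protein for full effect; some results filed as inactive read as strong as hits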
# Neddylation inh: cullin neddylation inhibition. calls only at 25 µM. P61081+Q13564. 0.58% of 360,000 active. TR-FRET cullin neddylation, biochemical; in the data active = inhibition above about 36%
# MT1-MMP act inh: inhibitors of human MT1-MMP activation | AID 651647 | GFP/RFP ratio change, % at 20 µM | HT1080 RFP-PRO-GFP cells, GFP/RFP ratio fluorescence, overnight; percent of plate control window, DMSO zero | 0.061% of 360,000 active;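 active = GFP/RFP ratio change of at least 30% with cell ATP level not reduced by more than half and red fluorescence within 50% of control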; note: strong numbers were not always called active
#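 Test system: HT1080 RFP-PRO-GFP cells; Benchmarks: DMSO and RFP-L50D-GFP cell wells; Timing: cells overnight before dosing, compound overnight, 37 °C, 5% CO2; Compound: one 20 µM compound dose with 1% DMSO; Read-out: GFP/RFP fluorescence ratio.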
# Rin1 Abl inh: blocks binding of human Rin1 to Abl; inhibition, % at 7.35 µM; TR-FRET Rin1/Abl binding, biochemical; P00519+Q13671; 0.4% of 360,000 active; in the data active = inhibition above about 5%, passing the limit was not always enough
# FAS TE block: inhibitors of human fatty acid synthase thioesterase domain; P49327; recombinant FAS-TE, OMFH fluorogenic substrate, fluorescence endpoint; inhibition, % at 15 µM; 0.67% of 360,000 active;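 active = compounds whose normalised, plate-corrected inhibition of enzyme fluorescence in the single-dose primary screen is 50% or more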;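 note: 0% = DMSO with enzyme and 100% = substrate without enzyme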
# eLon inh: inhibitors of E. coli Lon protease. P0A9M0. purified E. coli Lon protease, fluorescence polarization. inhibition, % at 7.94 µM. 0.42% of 360,000 active. AID 602123; in the data active = inhibition above about 13%, passing the limit was not always enough;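 note: 0% = enzyme with probe and DMSO and 100% = no enzyme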
# MsrA act: activates bovine MsrA enzyme; 0.3% of 360,000 active; purified bovine MsrA, absorbance read-out; activation, % at 10.6 µM; AID 602163; in the data active = activation above about 7.5%;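 note: 0% = vehicle and 100% = reference activator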
# The depositor's hits bear a star; i = inactive; · = no result given; + = active, no number. Rows are unselected; about 4% have a hit in one of these screens.
# Screens by letter: A = SKN-1 block; B = CendR NRP1 mod; C = PABP1 MLLE inh; D = Neddylation inh; E = MT1-MMP act inh; F = Rin1 Abl inh; G = FAS TE block; H = eLon inh; I = MsrA act
COc1ccc(N2CCN(C(=O)c3ccc4c(Cl)c5c(nc4c3)CCCC5)CC2)cc1
  A = 10	B = 14	C = -14	D = i	E = 0	F = -3	G = 25	H = -1	I = 0
Cc1cc(C)n2nc3nc4c(cc3c2n1)CCCC4
  A = 20	B = 130	C = 123	D = ·	E = -113	F = -4	G = -38	H = 56*	I = 1
CCCOc1ccc(/C=C/C(=O)Nc2ccc([N+](=O)[O-])cc2C)cc1OC
  A = -11	B = 4	C = 6	D = i	E = 6	F = -4	G = 2	H = -3	I = -3
CCc1ccc(C(=O)c2cncc(Br)c2)cc1
  A = -19	B = 0	C = 3	D = i	E = -10	F = 0	G = 1	H = -1	I = -5
Cc1cccc(NC(=O)CN(C)S(=O)(=O)c2cccc3cccnc23)c1C
  A = -9	B = 3	C = 6	D = i	E = -3	F = -2	G = -8	H = 11	I = -8
CCC(=O)N(Cc1cc2cc(OC)ccc2[nH]c1=O)c1cc(C)ccc1C
  A = 3	B = -5	C = 2	D = i	E = 4	F = 2	G = 0	H = -4	I = 1
CC(C)(C)c1ccc(-c2nc3n(c(=O)c2C#N)CCS3)cc1
  A = 7	B = -10	C = -1	D = i	E = 3	F = -5	G = 33	H = -5	I = -4
COC(=O)C1=C(C)N(c2ccc(C)cc2)/C(=C/c2ccc(O)cc2)C1=O
  A = 0	B = 8	C = -17	D = i	E = -18	F = 1	G = 0	H = -10	I = -3
O=C1c2ccccc2C(=O)N1CCOc1ccc(F)cc1
  A = 7	B = 8	C = 3	D = i	E = -2	F = 2	G = 8	H = 4	I = -1
COc1c(C(=O)NNC(=O)c2ccccc2)csc1Br
  A = -5	B = -5	C = -2	D = i	E = 0	F = -1	G = -7	H = 1	I = -3
O=C(c1cnn(C(=O)c2ccco2)c1)c1cc(Cl)cc(Cl)c1O
  A = 1	B = -29	C = -1	D = i	E = -5	F = -1	G = 5	H = -9	I = -1
COC(=O)c1c(NC(=O)CN2CCCc3ccccc32)sc(C)c1C
  A = 12	B = -1	C = 9	D = i	E = -7	F = 1	G = 36	H = -7	I = -2
CC(=O)NC12CC3CC(C1)CC(C(=O)OCC(=O)c1cc(C)n(C)c1C)(C3)C2
  A = 5	B = 2	C = -11	D = i	E = 0	F = 5	G = -1	H = -1	I = -6
CCCCc1cc(=O)oc2cc(OC3CCCCC3=O)ccc12 (stereo not drawn)
  A = 8	B = 3	C = -2	D = +	E = -3	F = 0	G = 4	H = 11	I = -1
COc1ccc(OCCN2CCC(C(=O)NC(c3ccccc3)c3ccc4ccccc4n3)CC2)cc1 (stereo not drawn)
  A = 9	B = -2	C = 4	D = i	E = 2	F = -3	G = 5	H = -1	I = -1
Cc1occc1C(=O)NCCc1ccc(Cl)cc1
  A = -13	B = 5	C = 2	D = i	E = 6	F = 2	G = -2	H = -1	I = -2
CCCCc1ccc(NC(=O)COC(=O)c2ccc3ncsc3c2)cc1
  A = -2	B = 0	C = -2	D = i	E = 4	F = 1	G = 3	H = -1	I = 0
Cc1ccc(C)c(C(=O)CSc2n[nH]c(C(C)C)n2)c1
  A = 4	B = 16	C = 12	D = i	E = 0	F = -3	G = 4	H = -1	I = -1
c1ccc(CN2CCCC3(CCCN(Cc4nc(COc5ccccc5)no4)C3)C2)cc1 (stereo not drawn)
  A = 6	B = 13	C = -9	D = i	E = 1	F = 3	G = 26	H = 1	I = -2
O=C(c1cccc(NC2=NC3CS(=O)(=O)CC3S2)c1)N1CCN(c2ncccn2)CC1 (stereo not drawn)
  A = 1	B = 7	C = -37	D = i	E = -5	F = 0	G = -4	H = -11	I = -1
Cc1ccccc1C(=O)NCCNc1ccc([N+](=O)[O-])cc1
  A = -5	B = -18	C = -17	D = i	E = 3	F = -4	G = 1	H = -6	I = -4
O=C(NCc1ccco1)c1ccc(N2CCCCC2)c([N+](=O)[O-])c1
  A = 3	B = 4	C = 2	D = i	E = 3	F = -4	G = -6	H = -42	I = -6
O=C(c1ccc2c(c1)CCC2)N1CCN(Cc2c(F)cccc2Cl)CC1
  A = -4	B = -2	C = -10	D = i	E = 1	F = 0	G = 4	H = -5	I = 0
CN(c1ccc(C(=O)Nc2cccc(O)c2)cc1)S(=O)(=O)c1ccccc1
  A = 1	B = 10	C = -2	D = i	E = 7	F = -2	G = 5	H = -1	I = -2
COc1ccc(C(=O)Nc2nnc(SCC(=O)Nc3ccc(NC(C)=O)cc3)s2)c(OC)c1
  A = 6	B = 3	C = -17	D = i	E = -2	F = -1	G = -4	H = -4	I = 0
O=C(NC1CCCCC1)C(c1ccncc1)n1c(=O)c(-c2cc3ccccc3[nH]2)nc2ccccc21 (stereo not drawn)
  A = 0	B = -12	C = ·	D = ·	E = -11	F = ·	G = ·	H = ·	I = ·
COCCCNC(=O)CSC1=Nc2ccccc2C2=NC(CC(=O)NCc3ccccc3)C(=O)N12 (stereo not drawn)
  A = -3	B = -3	C = -33	D = i	E = -5	F = 4	G = -8	H = -6	I = -10
Cc1ccc(NC(=O)c2ccncc2)cc1[N+](=O)[O-]
  A = -2	B = 4	C = 2	D = i	E = -6	F = -7	G = -6	H = -5	I = -4
COc1ccccc1CCNC(=O)C(=O)NCC1OCCCN1S(=O)(=O)c1cc(C)ccc1C (stereo not drawn)
  A = 0	B = 6	C = -4	D = i	E = -5	F = 3	G = 2	H = -17	I = 1
COc1ccccc1NC(=S)N(C(C)C)C(C)c1ccccn1 (stereo not drawn)
  A = 7	B = -18	C = 5	D = i	E = 2	F = -3	G = -3	H = 3	I = -4
COc1cc(NC(=O)C2CCCN(c3ncccn3)C2)cc(OC)c1 (stereo not drawn)
  A = 3	B = 8	C = -3	D = i	E = 4	F = 1	G = -3	H = 0	I = 1
C#CCSC1=C(C#N)C(c2cccs2)C(C(=O)OCC)=C(C)N1 (stereo not drawn)
  A = 17	B = -36	C = 8	D = i	E = -4	F = -1	G = 9	H = 6	I = -4
COc1cccc(/C=N/n2c(=S)n(C)c3cc(C)c(C)cc32)c1OC
  A = 7	B = 6	C = -117	D = i	E = -2	F = -2	G = 20	H = 4	I = -2
COc1cc(-c2nnc3sc(-c4ccncc4)nn23)cc(OC)c1OC
  A = 15	B = 4	C = 29	D = i	E = 3	F = -2	G = 0	H = -10	I = -4
CC(NC(=O)CCC(=O)c1cccs1)c1ccccc1 (stereo not drawn)
  A = 17	B = -3	C = 0	D = i	E = 1	F = 0	G = -4	H = 9	I = 0
CC(Nc1ccc(Cl)c(Cl)c1)C(=O)NN (stereo not drawn)
  A = -2	B = -5	C = -26	D = i	E = 1	F = -2	G = -7	H = -13	I = -1
O=C(NCc1cccnc1)C(=O)Nc1nc2ccccc2s1
  A = -3	B = -21	C = -5	D = i	E = 3	F = -8	G = -2	H = 0	I = -2
CCCCc1c(C)c(C#N)c2nc3ccccc3n2c1NCCN(C)C
  A = 9	B = 1	C = -8	D = ·	E = -7	F = -3	G = -3	H = -3	I = 1
COc1ccc(N(CC(=O)N2CCCCCC2)S(=O)(=O)c2c(C)[nH]c(=O)[nH]c2=O)cc1
  A = 0	B = -10	C = 1	D = i	E = 1	F = 0	G = -6	H = -1	I = 0
COc1cc2nc(C3CCC3)n(NC(=O)C(OC(C)=O)c3ccccc3)c(=O)c2cc1OC (stereo not drawn)
  A = 17	B = 16	C = -12	D = i	E = 3	F = -5	G = -4	H = 8	I = -3
O=C(NN=Cc1ccccc1OC(F)F)c1cccc(S(=O)(=O)N2CCCC2)c1
  A = 1	B = -4	C = -2	D = i	E = -2	F = -1	G = 7	H = 2	I = -3
Cc1nc2cc(NC(=O)CS(=O)(=O)c3ccccc3)ccc2s1
  A = 5	B = 3	C = 10	D = i	E = 0	F = -2	G = -11	H = -11	I = -9
CC(C)(C)NC(=O)COc1ccc(CNc2ccc3[nH]c(=O)[nH]c3c2)cc1
  A = 7	B = -30	C = 10	D = ·	E = -4	F = 0	G = -9	H = -215	I = -2
O=C1c2cccc3c([N+](=O)[O-])ccc(c23)C(=O)N1c1nccs1
  A = -11	B = 0	C = 7	D = +	E = -283	F = -13	G = -129	H = 13	I = -1
Cn1nc(C(=O)Nc2ccc(S(=O)(=O)N3CCCCC3)cc2)ccc1=O
  A = 12	B = 11	C = 11	D = i	E = 3	F = -9	G = -2	H = 2	I = -2
Cc1ccc(NC(=O)C(=O)NCc2ccco2)c(C)c1
  A = -14	B = 9	C = 8	D = i	E = -2	F = 3	G = 1	H = -8	I = -3
O=C(CNCc1ccccc1Cl)Nc1ccc2c(c1)OCCO2
  A = -7	B = 7	C = -1	D = i	E = -1	F = -3	G = -1	H = -4	I = -3
COc1cccc(-c2nnc(SCc3nc4ccccc4s3)n2C)c1
  A = -7	B = 17	C = -15	D = i	E = 3	F = -2	G = -4	H = -12	I = -3
CCc1cccc2c(C(=O)COC(=O)/C=C/c3ccccc3OC)c[nH]c12
  A = 2	B = 5	C = -11	D = i	E = 1	F = 2	G = 15	H = 9	I = -11
CCn1cc(/C=C(\NC(=O)c2ccccc2)C(=O)N2CCOCC2)c2ccccc21
  A = -7	B = 4	C = -1	D = i	E = -2	F = 1	G = -2	H = -6	I = -5

# Going on with the list:
# Screens by letter: A = SKN-1 block; B = CendR NRP1 mod; C = PABP1 MLLE inh; D = Neddylation inh; E = MT1-MMP act inh; F = Rin1 Abl inh; G = FAS TE block; H = eLon inh; I = MsrA act
O=C(NCc1ccc2c(c1)OCO2)c1ccc2c(c1)S(=O)(=O)c1ccccc1C2=O
  A = -1	B = 7	C = -12	D = i	E = -1	F = 4	G = 19	H = -2	I = -1
COC(=O)c1cc(S(=O)(=O)NC2CCCCC2)cn1C
  A = 9	B = 1	C = -5	D = i	E = 5	F = -1	G = 0	H = -17	I = 0
CCOC(=O)c1c(C)n(C)c2cc(Br)c(C)cc12
  A = 7	B = 2	C = -12	D = i	E = -3	F = 7	G = 17	H = -2	I = -10
CCOc1ccc(C(=O)NCC(c2cccs2)N(C)C)cc1OCC (stereo not drawn)
  A = -11	B = -2	C = 0	D = i	E = -3	F = 3	G = -4	H = -4	I = -2
Cc1nn(CC(=O)NCCCN2CCOCC2)c(C)c1[N+](=O)[O-]
  A = -2	B = 0	C = 6	D = i	E = 2	F = 0	G = -6	H = -3	I = 14*
CC(C)Cn1cc(C(=O)N2CCOCC2)c2c3ccccc3n(C)c2c1=O
  A = 7	B = -10	C = -7	D = i	E = 3	F = 1	G = -9	H = -1	I = -1
O=C(CC1CCCCC1)NCc1ccccn1
  A = 18	B = 8	C = -2	D = i	E = 1	F = 5	G = -5	H = -13	I = 1

# Reformatted as comma-separated lines: entries from further up
Molecule,SKN-1 block,CendR NRP1 mod,PABP1 MLLE inh,Neddylation inh,MT1-MMP act inh,Rin1 Abl inh,FAS TE block,eLon inh,MsrA act
O=C(NCc1ccc2c(c1)OCO2)c1ccc2c(c1)S(=O)(=O)c1ccccc1C2=O,-1,7,-12,i,-1,4,19,-2,-1
COC(=O)c1cc(S(=O)(=O)NC2CCCCC2)cn1C,9,1,-5,i,5,-1,0,-17,0

# Entries of single compounds as entered above:
# COC(=O)c1cc(S(=O)(=O)NC2CCCCC2)cn1C reads SKN-1 block: 9; CendR NRP1 mod: 1; PABP1 MLLE inh: -5; Neddylation inh: i; MT1-MMP act inh: 5; Rin1 Abl inh: -1; FAS TE block: 0; eLon inh: -17; MsrA act: 0
# CC(C)Cn1cc(C(=O)N2CCOCC2)c2c3ccccc3n(C)c2c1=O reads SKN-1 block: 7; CendR NRP1 mod: -10; PABP1 MLLE inh: -7; Neddylation inh: i; MT1-MMP act inh: 3; Rin1 Abl inh: 1; FAS TE block: -9; eLon inh: -1; MsrA act: -1
# Cc1nn(CC(=O)NCCCN2CCOCC2)c(C)c1[N+](=O)[O-] reads SKN-1 block: -2; CendR NRP1 mod: 0; PABP1 MLLE inh: 6; Neddylation inh: i; MT1-MMP act inh: 2; Rin1 Abl inh: 0; FAS TE block: -6; eLon inh: -3; MsrA act: 14*
